TRHR ag: qHTS for Small Molecule Agonists and Allosteric Enhancers of Human TRH Receptor: Primary Screen for Agonists | activation, % at 2 µM | 360,000 tested, 0.18% active | AID 493084, 2011 | TRHR cells, calcium flux fluo-8, FDSS agonist mode; in the data active means activation above about 30%; further: 0% is about no effect
Target sequence (P34981 whole entry, looked up): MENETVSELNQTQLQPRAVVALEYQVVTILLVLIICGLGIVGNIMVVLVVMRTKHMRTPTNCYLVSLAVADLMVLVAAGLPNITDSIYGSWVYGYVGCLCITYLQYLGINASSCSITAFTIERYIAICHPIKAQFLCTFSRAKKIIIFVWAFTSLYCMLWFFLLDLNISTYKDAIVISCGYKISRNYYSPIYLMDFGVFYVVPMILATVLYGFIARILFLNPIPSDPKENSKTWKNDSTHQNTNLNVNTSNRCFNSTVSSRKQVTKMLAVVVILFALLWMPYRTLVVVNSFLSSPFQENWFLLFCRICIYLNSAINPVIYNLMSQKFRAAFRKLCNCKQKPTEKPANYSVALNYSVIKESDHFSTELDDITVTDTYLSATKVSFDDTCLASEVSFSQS
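TRHR-expressing cells loaded with fluo-8 calcium dye; 23 nL library compound pin-transferred, kinetic FDSS fluorescence (Ex 480/Em 530) recorded about 180 s for agonist-induced calcium release, before a 10 nM TRH EC20 addition for potentiator mode.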
mIDH1 inhibitor: qHTS for Inhibitors of mutant isocitrate dehydrogenase 1 (IDH1): qHTS | Isocitrate dehydrogenase [NADP] cytoplasmic (Homo sapiens), O75874 | IDH1-R132H enzyme, NADPH consumption, diaphorase/resazurin fluorescence | Potency, µM (titrated, usually from 76.6 µM), for the others: top-dose activity change, negative = inhibition, hits mostly inhibitors | 390,000 tested, 0.093% active; further: potency means the concentration at half of the fitted maximal effect; on the % scale 0 is the no-effect control and ±100 the full control effect; nearly all actives have a fitted effect of over 65% in size
Target sequence (O75874 whole entry R132H, stated change not applied): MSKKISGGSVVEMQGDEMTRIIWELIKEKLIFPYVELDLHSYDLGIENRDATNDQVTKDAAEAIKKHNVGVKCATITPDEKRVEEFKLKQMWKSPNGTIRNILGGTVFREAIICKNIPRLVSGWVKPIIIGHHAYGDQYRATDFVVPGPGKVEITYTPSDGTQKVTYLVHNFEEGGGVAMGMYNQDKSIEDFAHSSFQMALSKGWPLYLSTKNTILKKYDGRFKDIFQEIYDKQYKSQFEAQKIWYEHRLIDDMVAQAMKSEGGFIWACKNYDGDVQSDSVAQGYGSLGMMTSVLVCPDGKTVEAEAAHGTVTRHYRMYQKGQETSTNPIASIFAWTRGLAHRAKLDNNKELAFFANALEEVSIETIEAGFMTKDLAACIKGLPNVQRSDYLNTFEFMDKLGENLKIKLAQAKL
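IDH1-R132H (0.5 ug/mL dispensed) in pH 7.5 Tris buffer was preincubated 30 min with compound, then given a substrate mix of 0.016 mM NADPH and 2 mM alpha-KG for 80 min at room temperature; remaining NADPH was read by diaphorase/resazurin fluorescence.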
PI4K2A block: qHTS for small molecular inhibitors of PI4K2A; Phosphatidylinositol 4-kinase type 2-alpha (Homo sapiens), Q9BTU6; activity change, negative = inhibition, % at 76.9 µM; AID 1346378, 2018; purified PI4K2A, ADP-Glo luminescence, 1 h; active compounds read low; 420,000 tested, 0.13% active; in the data active means activity change below about -50%; inconclusive means mostly about -30% to -49%;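 further: -100% = wells without enzyme as full effect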
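Compounds are screened against recombinant PI4K2A using PI as substrate and ATP, the latter dispensed at 300 microM. Reactions run one hour at ambient temperature before ADP-Glo detection; full inhibition defined by wells lacking enzyme.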
D2 agonist: HTS Assay for Allosteric Agonists of the Human D2 Dopamine Receptor: Primary Screen for Agonists; activation, % at 2 µM; 340,000 tested, 0.53% active; D(2) dopamine receptor (Homo sapiens), P14416; HEK293 T-REx D2 cells, calcium flux agonist mode;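 active means activation over 3 SD above normal in the single-dose calcium agonist read, cut at about 30% in these data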; further: 0% is about no effect
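Tetracycline-induced HEK293 T-REx cells with force-coupled D2 receptor, plated overnight at 30 C, loaded with no-wash calcium dye. After a 10 s baseline, compound was pin-added and calcium flux read kinetically for 180 s; calcium rises flagged agonists.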
TrxR1 inh: qHTS Assay for Inhibitors of Mammalian Selenoprotein Thioredoxin Reductase 1 (TrxR1): qHTS | recombinant rTrxR1, NADPH fluorescence consumption, selenite substrate | Potency, µM (top dose mostly 114 µM), without a hit: at the top dose activity change, negative = inhibition, actives largely listed as inhibitors | 390,000 tested, 1% active | AID 588453, 2011; further: potency means the concentration at half of the fitted maximal effect; on the % scale 0 is the no-effect control and ±100 the full control effect; nearly all actives have a fitted effect of over 65% in size
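Rat TrxR1 (90 nM in the dispensed reagent) was pre-reduced with 400 uM NADPH for 5 min at room temperature, then incubated with compound for 15 min. After 400 uM selenite was added, NADPH fluorescence (Ex 340/Em 450 nm) was followed for 8 min.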
USP1 inh: Inhibitors of USP1/UAF1: Primary Screen. Ubiquitin carboxyl-terminal hydrolase 1 (Homo sapiens), O94782. recombinant USP1/UAF1, Ub-Rhodamine cleavage fluorescence. Potency, µM (highest dose often 57.1 µM), for the others: at the top dose activity change, negative = inhibition, most hits filed as inhibitors. 390,000 tested, 0.23% active; further: potency means the concentration at half of the fitted maximal effect; on the % scale 0 is the no-effect control and ±100 the full control effect; nearly all actives have a fitted effect of over 60% in size; inactives centre near -12
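In this screen, compounds sit with the deubiquitinase complex (1nM) for 15 min at room temperature before Ub-Rho is added at 150nM final. Fluorescence rise is then followed for 6 reads every 60 seconds.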
TrxR1 substrate: qHTS Assay for Substrates of Mammalian Selenoprotein Thioredoxin Reductase 1 (TrxR1): qHTS | Thioredoxin reductase 1, cytoplasmic (Rattus norvegicus), O89049 | purified TrxR1 substrate turnover, NADPH consumption readout | Potency, µM (series often up to 114 µM), without a hit: at the highest dose activity change, negative = substrate turnover | 390,000 tested, 0.01% active | AID 588456, 2011; further: potency means the concentration at half of the fitted maximal effect; on the % scale 0 is the no-effect control and ±100 the full control effect; nearly all actives have a fitted effect of over 50% in size
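Rat TrxR1, dispensed at 90 nM, was prereduced with 400 uM NADPH (final) for 5 min at ~22 deg C, then incubated with compound 15 min before 400 uM selenite. A first-read NADPH fluorescence drop versus no-compound background flagged substrates.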
TRHR PAM: qHTS for Small Molecule Agonists and Allosteric Enhancers of Human TRH Receptor: Primary Screen for Enhancers; Thyrotropin-releasing hormone receptor (Homo sapiens), P34981; TRHR cells, fluo-8 calcium fluorescence, EC20 TRH enhancement; enhancement, % at 2 µM; 360,000 tested, 0.66% active; AID 493056, 2011; in the data active means enhancement above about 30%; further: 0% is about no effect
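TRHR-expressing cells loaded with fluo-8 calcium dye were read kinetically (ex 480/em 530) during compound addition, then stimulated with an EC20 of TRH (10 nM final). Enhancement of the Gq-mediated intracellular calcium response was scored.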
D2 antag: HTS Assay for Allosteric Antagonists of the Human D2 Dopamine Receptor: Primary Screen for Antagonists; D(2) dopamine receptor (Homo sapiens), P14416; HEK293 TREx D2 cells, calcium flux, dopamine EC80; inhibition, % at 10 µM; 340,000 tested, 2% active; AID 485344, 2010; in the data active means inhibition above about 30%; further: 0% is about no effect
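Calcium flux kinetic readout in an inducible HEK293 TREx D2 line plated overnight at 30 C. After 180 s compound exposure, an EC80 dopamine challenge follows with another 180 s kinetic read to detect antagonism.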
* marks the source's active call; other numbers are inactive results; ? = inconclusive; . = no result given; [ ] = another dose, or the depositor's remark. Unless noted, the call rests on the fitted dose curve; in most records, active means well fitted inhibition curve with a large enough effect; inconclusive means small, poorly fitted or top-dose-only effect; inactive means no such curve, though single readings can be large or run the other way.

SMILES	TRHR ag	mIDH1 inhibitor	PI4K2A block	D2 agonist	TrxR1 inh	USP1 inh	TrxR1 substrate	TRHR PAM	D2 antag
CCc1ccc(OCc2nnc(SCC(=O)N3CCN(c4ccccc4)CC3)o2)cc1	-0.1	1.9%	0.9	-0.2	-3.1%	-14.2%	1.1%	0.9	-6.2
Cc1ccc(-n2c(-c3ccc(Cl)cc3)c[n+]3c2CCC3)cc1	0.8	1.4%	-0.7	-0.3	23.6%	-18.6%	6.6%	9.7	-9.1
Cn1nnnc1SCC(=O)NCCCc1ccccc1	0.4	6.2%	-11.7	-0.9	2.3%	7.8%	8.2%[57.1 µM]	4.5	-3.5
COc1ccccc1N1CCN(C(=O)C(Cc2ccccc2)NC(=O)C2CCCCC2)CC1 (centres undefined)	0.1	8.9%	2.3	.	6.7%	-10.8%	9.4%	0.6	.
CN(C)CCNc1nc2c(c(=O)[nH]c(=O)n2C)n1CCCc1ccccc1	1.4	-1.1%	0.6	0.3	29.1%	5.3%	1.3%	-1.6	-6.2
C/C(=N/NC(=O)Cc1ccccc1)c1ccc(C)s1	-0.6	17.7%	4.0	-0.9	-3.6%[57.1 µM]	-14.9%	1.1%[57.1 µM]	-7.2	-9.8
CCN(CC(=O)Nc1ccc(N2CCOCC2)cc1)C(=O)c1ccc(C#N)cc1	1.1	-2.6%	1.9	2.5	3.2%[57.1 µM]	-22.4%	-7.2%	1.1	15.6
CC(=O)N1c2ccc(S(=O)(=O)NCC3CCC(C(=O)NCc4ccccc4)CC3)cc2CC1C (centres undefined)	0.0	7.5%	-0.5	-0.4	-9.8%	-20.6%	-3.7%	-5.5	2.0
Cc1ccc(NC(=O)C2(N3CCC3=O)CCCCC2)cc1	0.2	-5.6%	1.8	0.6	19.2%[57.1 µM]	-2.8%	0.4%[57.1 µM]	7.4	0.2
CC(Sc1ccccc1)C(=O)N1CCN(S(=O)(=O)c2ccccc2F)CC1 (centres undefined)	-0.2	4.6%	-0.5	0.0	5.6%	-17.7%	-5.4%	3.9	-28.5

Part of the list above, limited to TrxR1 inh, mIDH1 inhibitor and TRHR ag:
mol	TrxR1 inh	mIDH1 inhibitor	TRHR ag
Cc1ccc(NC(=O)C2(N3CCC3=O)CCCCC2)cc1	19.2%[57.1 µM]	-5.6%	0.2
CN(C)CCNc1nc2c(c(=O)[nH]c(=O)n2C)n1CCCc1ccccc1	29.1%	-1.1%	1.4

More results follow:
SMILES	TRHR ag	mIDH1 inhibitor	PI4K2A block	D2 agonist	TrxR1 inh	USP1 inh	TrxR1 substrate	TRHR PAM	D2 antag
CN1CCN(C(c2ccc(Cl)cc2)c2cc(Cl)c3cccnc3c2O)CC1 (centres undefined)	3.5	-13.1%	12.6	2.9	6.31µM*	-18.9%	2.5%	1.0	-6.1
O=C(CSCc1ccc(Br)cc1)NCCc1ccccc1	0.3	-3.1%	-2.3	1.9	25.6%[11.4 µM]	-21.0%	-7.6%	6.8	2.0
CCC(=O)c1ccc(N2CCN(C(=O)c3cc([N+](=O)[O-])ccc3N3CCN(C)CC3)CC2)c(F)c1	-0.4	3.0%	-2.6	0.7	6.5%[57.1 µM]	-11.2%	1.5%[57.1 µM]	6.5	-1.0
Cc1c(NC(=O)C(C)OC(=O)CCc2ccccc2)c(=O)n(-c2ccccc2)n1C (centres undefined)	0.2	0.1%	-3.6	-0.5	10.0%[57.1 µM]	7.2%	9.6%[57.1 µM]	9.7	10.8
Cc1ccc(C2CC(C(F)(F)F)n3nc(C(=O)NCc4c(C)nn(C)c4C)c(Cl)c3N2)cc1 (centres undefined)	-0.9	0.9%	2.4	0.3	8.4%	0.9%	-1.6%	0.3	2.9
CCOc1ccc(-n2cnc3scc(-c4ccc(OC)c(OC)c4)c3c2=O)cc1	-0.4	7.8%	2.0	-0.7	27.6%[57.1 µM]	-15.3%	-14.0%[57.1 µM]	0.9	0.1
CCOC(=O)c1ccc(NC(=O)Cn2nc(SC)c(S(=O)(=O)c3ccc(Cl)cc3)c2N)cc1	2.5	9.3%	1.7	5.1	-7.5%	-29.1%	-5.9%	-6.3	.
COc1ccc(C(=O)Cn2c3ccccc3n3nc(CCC(=O)O)c(=O)nc23)cc1OC	-0.1	13.5%	2.2	-1.3	15.0%	-14.9%	26.7%	4.2	-20.6
O=C(COC(=O)c1ccccn1)NCc1cccs1	0.3	-2.9%	-0.4	0.6	13.8%	3.9%	-2.0%[57.1 µM]	14.1	-5.9
NC(=O)C1CCCN(C(=O)c2cccc(S(=O)(=O)N3CCCCCC3)c2)C1 (centres undefined)	0.6	-2.1%	-0.6	0.2	41.8%	-23.7%	11.0%	23.7	17.6
Cc1cc(C)cc(N(C(C)C(=O)N2CCCCC2)S(C)(=O)=O)c1 (centres undefined)	1.1	-0.1%	-0.8	0.5	-14.4%	-10.2%	-14.4%	-6.6	-19.8
O=C(CN1C(=O)C2CC=CCC2C1=O)Nc1ccc(-c2nnc3n2CCCCC3)cc1 (centres undefined)	0.3	-1.0%	-6.5	0.7	-10.0%	-0.5%	-0.6%	-1.6	3.6
COc1cc(C(=O)NCCCNc2ccc([N+](=O)[O-])cc2)cc(OC)c1OC	-0.3	2.8%	-0.1	-1.3	-13.1%	-4.1%	-12.3%	-6.3	-5.0
O=C(c1ccc(Cl)c(S(=O)(=O)N2CCOCC2)c1)N1CCN(c2ccccc2F)CC1	-0.6	-1.0%	3.1	1.2	-1.7%	-5.9%	-2.9%	-3.1	-7.4
O=[N+]([O-])c1ccc(CS(=O)c2ccccc2)cc1 (centres undefined)	.	2.1%	-0.3	.	3.8%[11.4 µM]	-7.4%	5.5%[11.4 µM]	.	.
CC(=O)C1=C(O)C(=O)N(Cc2cccnc2)C1c1ccc(Cl)cc1 (centres undefined)	-0.1	4.4%	-0.6	-0.2	0.2%[57.1 µM]	-1.5%	5.5%[57.1 µM]	-6.4	-7.5
COc1ccc(CC(=O)Nc2cc(S(=O)(=O)N3CCCC3)ccc2Cl)c(OC)c1	-0.7	-8.9%	10.0	0.8	-5.6%	-9.7%	-14.7%	-0.3	9.9
CCn1c(Cc2ccccc2)nnc1SCC(=O)c1cccc([N+](=O)[O-])c1	-0.8	5.8%	0.9	-0.1	-12.3%	?	10.5%	-1.2	4.9
CCCN1CCC(=O)N([C@H](CSc2ccc(OC)cc2)c2ccccc2)CC1	0.0	-7.6%	-1.3	0.2	?	-13.6%	-0.4%[57.1 µM]	1.2	-9.3
CCn1cc(S(=O)(=O)c2cccc(C)c2)c(=O)c2cc(F)c(N3CCCC(C)C3)cc21 (centres undefined)	0.3	24.3%	-6.6	0.5	10.5%	2.2%	2.8%	12.1	.

5 entries from above, sorted by the number in TrxR1 substrate, ascending:
| compound | TrxR1 substrate |
| --- | --- |
| CCOC(=O)c1ccc(NC(=O)Cn2nc(SC)c(S(=O)(=O)c3ccc(Cl)cc3)c2N)cc1 | -5.9% |
| CC(=O)N1c2ccc(S(=O)(=O)NCC3CCC(C(=O)NCc4ccccc4)CC3)cc2CC1C (centres undefined) | -3.7% |
| O=C(c1ccc(Cl)c(S(=O)(=O)N2CCOCC2)c1)N1CCN(c2ccccc2F)CC1 | -2.9% |
| CN1CCN(C(c2ccc(Cl)cc2)c2cc(Cl)c3cccnc3c2O)CC1 (centres undefined) | 2.5% |
| NC(=O)C1CCCN(C(=O)c2cccc(S(=O)(=O)N3CCCCCC3)c2)C1 (centres undefined) | 11.0% |

Later entries
SMILES	TRHR ag	mIDH1 inhibitor	PI4K2A block	D2 agonist	TrxR1 inh	USP1 inh	TrxR1 substrate	TRHR PAM	D2 antag
COC(=O)c1ccc(COC(=O)C2CC(O)CN2S(=O)(=O)c2ccc([N+](=O)[O-])cc2)cc1 (centres undefined)	0.2	2.1%	-3.5	1.5	12.3%	-17.1%	3.4%	1.8	-2.2
O=C(N/N=C/c1ccccc1[N+](=O)[O-])c1ccc2nc[nH]c2c1	0.3	8.5%	10.0	0.2	-13.6%	-24.5%	-3.4%	9.0	-14.7
COCCN(C(=O)Cc1cccs1)c1nnc(-c2ccncc2)s1	0.4	1.5%	4.0	0.5	-2.5%	-0.4%	5.0%	2.4	16.9
Cc1cc(C)cc(NC(=O)CSc2nnc(COc3ccccc3Cl)o2)c1	0.5	3.0%	3.6	-0.5	9.1%	-16.9%	6.4%	1.3	.
CN(CC(=O)Nc1ccccc1C(F)(F)F)C(=O)c1ccc2c(=O)n3c(nc2c1)CCC3	0.2	-2.1%	0.4	1.2	14.5%	-4.2%	5.2%	6.5	-35.3
NS(=O)(=O)c1ccc(NC(=O)CSc2ncnc3ccccc23)cc1	0.1	-0.9%	-5.4	0.4	7.4%	-10.0%	1.2%	-6.7	-22.3
COc1ccc(N2C(=O)C3CCCN3C2c2cccc(C)c2)cc1Cl (centres undefined)	-0.3	2.8%	-1.8	-0.4	-4.1%	-7.4%	-3.0%	-1.5	3.9
O=C1CC(C(=O)N2CCCc3ccccc32)CN1c1ccc(F)cc1 (centres undefined)	0.0	-3.8%	5.8	2.5	11.8%	?	0.1%	-0.5	-11.4
COc1ccc(CCC(=O)NCc2ccc3c(c2)CCN3C(=O)c2ccc(Cl)cc2)cc1	-0.5	21.7%	-7.7	0.6	-7.7%[57.1 µM]	?	-6.9%[57.1 µM]	-6.2	.

Screening results from PubChem.
